C2C12 statin: suppressors of simvastatin-induced myotoxicity in C2C12 myotubes; AID 602340; ATP luminescence, 48 h; scaled: DMSO 0, geranylgeraniol control 100; rescue of ATP level, % at 7.49 µM; 330,000 compounds, 0.78% hits;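 active means mean ATP rescue above about 67%, or every replicate alone reaching that limit, limit read from the data, passing the limit was not always enough; inconclusive means no clear call, values can overlap the other calls; inactive means mean under the limit and some replicate under it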;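 further: myotubes were challenged with 10 µM simvastatin during compound exposure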
FN deposition inh: fibronectin deposition inhibition | AH1F fibroblasts, Alexa488-fibronectin deposition fluorescence, overnight | inhibition, % at 12.6 µM | 350,000 compounds, 0.086% hits | AID 743247;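 active means mean inhibition across replicates of 30% or more, regardless of how many single replicates reach that level; inconclusive means mean under 30% yet at least half of replicates reach 30%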;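 further: positive control wells lacked labelled fibronectin entirely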
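Test system: AH1F fibroblast monolayer depositing Alexa488-labelled fibronectin into matrix. Input: 10000 cells per well. Technique: fluorescence, ex 485 nm, em 525 nm. Buffer or medium: DMEM plus 2% serum, read in PBS. Timing: 1 h cell adhesion before compound, then overnight fibronectin incubation. Compound: single dose, pinned. Read-out basis: inhibition from reduced deposited-fibronectin fluorescence.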
CASP6 VEID inh: inhibitors of human caspase-6; P55212; purified caspase-6, Z-VEID-R110 cleavage fluorescence; inhibition, % at 12.5 µM; 350,000 compounds, 0.53% hits; AID 686996;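 active means mean inhibition across replicates at least about 35%, with every replicate also reaching that limit, limit read from the data; inconclusive means only one of the two criteria met; inactive means neither criterion met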;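 further: 0% = median of neutral control wells and 100% = no fluorescence left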
Target sequence (P55212 24-179 limits assumed): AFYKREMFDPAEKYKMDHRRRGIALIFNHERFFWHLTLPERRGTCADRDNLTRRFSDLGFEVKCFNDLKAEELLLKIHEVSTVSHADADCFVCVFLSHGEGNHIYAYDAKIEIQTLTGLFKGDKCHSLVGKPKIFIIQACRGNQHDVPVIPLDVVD
Target sequence (P55212 194-293 limits assumed): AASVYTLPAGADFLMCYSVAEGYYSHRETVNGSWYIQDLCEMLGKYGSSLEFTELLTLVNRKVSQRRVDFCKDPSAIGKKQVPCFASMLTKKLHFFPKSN
esBAF inh: inhibitors of esBAF chromatin remodeling in mouse ES cells | 350,000 compounds, 2% hits | Bmi1-luciferase knock-in reporter, 24 h; 100% = twice the neutral-well signal | reporter increase, % at 12.5 µM; in the data active means activation above about 40%; inconclusive means no clear call, values can overlap the other calls;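 further: 0% = median of the plate's neutral control wells and 100% = double that signal; a rise in the Bmi1 reporter signal indicates esBAF inhibition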
SIRT5 inh: inhibitors of human sirtuin-5 desuccinylase. Q9NXA8. Purified SirT5, succinyl-peptide AMC, trypsin-coupled fluorescence. inhibition, % at 15 µM. 330,000 compounds, 1.1% hits. AID 652115; in the data active means inhibition above about 15%; inconclusive means no clear call, values can overlap the other calls
Target sequence (Q9NXA8 whole entry, looked up): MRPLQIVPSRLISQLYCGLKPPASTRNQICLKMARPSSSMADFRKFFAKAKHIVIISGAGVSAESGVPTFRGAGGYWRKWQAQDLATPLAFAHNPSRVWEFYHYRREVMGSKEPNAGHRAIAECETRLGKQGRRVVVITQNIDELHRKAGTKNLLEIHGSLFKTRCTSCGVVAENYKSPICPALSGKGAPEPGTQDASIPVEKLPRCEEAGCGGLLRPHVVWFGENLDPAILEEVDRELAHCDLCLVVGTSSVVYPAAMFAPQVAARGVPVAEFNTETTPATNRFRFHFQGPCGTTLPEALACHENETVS
S100A4 inh HTS: S100A4-myosin IIA interaction inhibition; inhibition, % at 10.7 µM; 360,000 compounds, 0.14% hits; P26447; S100A4/TAMRA-MyoIIA peptide fluorescence polarization;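 active means mean inhibition of at least 70% across replicates, with every replicate also reaching that level; inconclusive means mean inhibition reaches 70% but some replicates fall short; inactive means mean inhibition below 70%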
Target sequence (P26447 whole entry, looked up): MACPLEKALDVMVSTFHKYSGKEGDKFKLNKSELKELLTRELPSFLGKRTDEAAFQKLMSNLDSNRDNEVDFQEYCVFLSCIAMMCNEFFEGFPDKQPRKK
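System – human S100A4 monomer protein, biochemical binding assay · Buffer or medium – Calcium-containing HEPES buffer, pH 7.2 · Timing – 5 min between mix addition and reading · Also added – TAMRA-labelled myosin IIA heavy-chain peptide probe, 5 nM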
LGR2 inh: Drosophila LGR2 receptor signaling inhibition; HEK293 LGR2, CRE-luciferase, bursicon-stimulated, 4 h; inhibition, % at 9.99 µM; 380,000 compounds, 0.35% hits; AID 720647;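 active means drop in luminescence signal, shown as inhibition above about 50% in the replicate tests, limit read from the data, passing the limit was not always enough; inconclusive means probably only some replicates passing the limit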;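 further: agonist challenge used bursicon conditioned medium at about half maximal strength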
Starred values were filed as active, the others as inactive; ? = inconclusive; . = not tested or not shown. Some of the compounds tested. The share of hits here may be higher or lower than overall.

Letter code: A = C2C12 statin; B = FN deposition inh; C = CASP6 VEID inh; D = esBAF inh; E = SIRT5 inh; F = S100A4 inh HTS; G = LGR2 inh
SMILES: CCCc1cc(=O)[nH]c2nnc(SCC(=O)Nc3nnc(SCC)s3)n12
  A: .	B: -1	C: 2	D: .	E: -3	F: -9	G: -2

SMILES: CCOC(=O)c1sc2nc(CC(=O)OC)nc(N3CCN(c4ccc(OC)cc4)CC3)c2c1C
  A: 19	B: -4	C: .	D: 2	E: .	F: .	G: .

SMILES: CCOC(=O)N1CCN(C(=O)C[C@@H]2C[C@@]3(C(=O)OCC)CCC=C3N(Cc3ccccc3)C2=O)CC1
  A: .	B: .	C: 0	D: .	E: -1	F: -2	G: -3

SMILES: C[C@@H]1CN([C@@H](C)CO)S(=O)(=O)c2ccc(-c3ccncc3)cc2O[C@@H]1CN(C)Cc1ccncc1
  A: -34	B: -11	C: .	D: -5	E: .	F: .	G: 1

SMILES: COc1ccc2oc(=O)c(C(=O)N3c4ccccc4CC3C)cc2c1 (configuration not stated)
  A: 60	B: .	C: 17	D: -2	E: 3	F: -2	G: 0

SMILES: CC1CN(Cc2ccccc2)c2nc3c(c(=O)n(CC(N)=O)c(=O)n3C)n2C1 (configuration not stated)
  A: 1	B: 4	C: -5	D: -8	E: 0	F: 0	G: 6

SMILES: O=C([C@@H]1[C@@H](CO)[C@@H]2Cn3c(cccc3=O)[C@H]1N2S(=O)(=O)c1ccccc1F)N1CCOCC1
  A: -23	B: .	C: -4	D: 3	E: 2	F: -7	G: 3

SMILES: C[C@H](O)C#Cc1ccc([C@@H]2[C@@H](CO)N3CCCCN(C(=O)c4ccc(F)cc4)C[C@@H]23)cc1
  A: .	B: .	C: -1	D: .	E: 1	F: 5	G: 1

SMILES: CCC(=O)c1cn(CC(=O)Nc2cc(C)ccc2C)c2ccccc12
  A: -4	B: 5	C: -2	D: -11	E: -2	F: 2	G: 10

SMILES: CCn1ncc(CN2CCN(Cc3ccc(OC)c(C)c3C)C(CCO)C2)c1C (configuration not stated)
  A: 0	B: 6	C: 1	D: 1	E: -1	F: -2	G: 2

SMILES: Cc1ccnc(OC(C(=O)O)C(OCCc2ccccc2)(c2ccccc2)c2ccccc2)n1 (configuration not stated)
  A: -2	B: 2	C: 3	D: 7	E: -6	F: 4	G: -6

SMILES: Cc1ccc(Nc2nnc(-c3ccncc3)s2)c(Br)c1
  A: .	B: 6	C: 4	D: .	E: 0	F: 19	G: -19

SMILES: CC(=O)Nc1cc(-c2ccoc2)cn2c(-c3ccccc3)cnc12
  A: 11	B: -5	C: 6	D: 7	E: .	F: 0	G: -30

SMILES: O=c1[nH]c(=O)n([C@H]2C[C@H](O)[C@@H](CO)O2)cc1Br
  A: -4	B: .	C: -1	D: 13	E: .	F: -51	G: -19

SMILES: COc1cc(C(=O)OC(C)c2ccc(F)cc2)ccc1OCC(=O)N1CCOCC1 (configuration not stated)
  A: -3	B: -1	C: 4	D: 6	E: -3	F: 3	G: -17

SMILES: CCCCNC(=O)CS(=O)Cc1nc(-c2cccs2)oc1C (configuration not stated)
  A: 1	B: -4	C: 1	D: 0	E: 0	F: 2	G: 8

SMILES: C[C@H](CO)N1C[C@H](C)[C@@H](CN(C)C(=O)c2ccccn2)Oc2cc(C#Cc3ccccc3)ccc2S1(=O)=O
  A: -17	B: -21	C: -6	D: 1	E: 1	F: 2	G: 10

SMILES: COc1ccc(N(CC(=O)NCC2CCCO2)C(=O)CCC(=O)Nc2cc(C)on2)cc1OC (configuration not stated)
  A: 2	B: 1	C: .	D: -3	E: 1	F: 0	G: 6

SMILES: CC(C)C[C@@H]1O[C@H](CCc2ccccc2)Cc2[nH][nH]c(=O)c21
  A: .	B: 4	C: -2	D: .	E: 3	F: 1	G: -1

SMILES: CN(C)S(=O)(=O)c1ccc(-c2csc(N/N=C/c3ccco3)n2)cc1
  A: .	B: -5	C: -1	D: .	E: -4	F: -3	G: 102*

SMILES: S=C(NC1CC1)N1CCN(C(=S)NC2CC2)CC1
  A: -6	B: 4	C: 0	D: -3	E: -1	F: 1	G: 9

SMILES: O=C(NNC(=O)c1cccnc1SCc1cccc([N+](=O)[O-])c1)c1ccc(F)cc1
  A: .	B: 9	C: -2	D: .	E: 2	F: -2	G: 13

SMILES: Cc1cccc(C)c1OCCCCc1c(C)n[nH]c1C
  A: 10	B: -13	C: .	D: 1	E: .	F: .	G: 18

SMILES: Cn1nc(C(C)(C)C)cc1C(=O)N1CCCC(c2cc(C(=O)NCc3ccccc3)no2)C1 (configuration not stated)
  A: 24	B: .	C: 3	D: -1	E: 1	F: 1	G: 12

SMILES: Nc1nc(-c2ccco2)nn1C(=O)c1ccc([N+](=O)[O-])cc1
  A: .	B: -11	C: 3	D: .	E: 2	F: 1	G: -3

SMILES: CN(C(=O)c1ccc(F)c(S(=O)(=O)N2CCOCC2)c1)C1CCCCC1
  A: -4	B: -2	C: 1	D: 3	E: -3	F: 0	G: 13

SMILES: CC(=O)Nc1ccc(NC(=O)COc2c(C)cc(Br)cc2C)cc1
  A: .	B: 1	C: .	D: .	E: -1	F: -2	G: -1

SMILES: CCOCCn1c(CN2CCCCC2)nc2c1c(=O)n(C)c(=O)n2C
  A: -16	B: -4	C: 0	D: 1	E: 2	F: 0	G: -13

SMILES: CCOc1ccc(CC(=O)OCn2nnc3ccccc3c2=O)cc1
  A: 1	B: 15	C: -2	D: -50	E: -2	F: 6	G: 26

SMILES: N#Cc1ccccc1NC(=O)CN1CCOCC1
  A: 5	B: 3	C: -7	D: -6	E: -2	F: -2	G: 15

Continued.
mol,C2C12 statin,FN deposition inh,CASP6 VEID inh,esBAF inh,SIRT5 inh,S100A4 inh HTS,LGR2 inh
COc1ccc(CCN2C(=O)C=CC2=O)cc1OC,.,4,0,.,3,-1,1
O=C(NC(=S)Nc1cccc([N+](=O)[O-])c1)C1CCCC1,.,.,-4,.,1,-1,-11
CN(c1ccc(Cl)cc1)S(=O)(=O)c1nnc(NC(=O)c2ccco2)s1,9,-3,21,-9,-1,-2,-8
COc1cccc(CNC(=O)C[C@@H]2CC[C@@H](NC(C)=O)[C@@H](CO)O2)c1,-5,8,3,2,0,2,3
N#C/C(=C\c1cccs1)C(=O)NCc1cccnc1,1,-3,-3,-6,6,5,.
CCn1c(C)nc2cc(C(=O)N/N=C(\C)c3ccc(N4CCOCC4)cc3)ccc21,.,3,1,.,-2,-2,-1
Cc1ccc(S(=O)(=O)N(CCC(=O)NCc2ccc(S(N)(=O)=O)cc2)c2ccccc2)cc1,20,5,3,-2,0,-1,0
C[C@@H]1CN([C@H](C)CO)S(=O)(=O)c2ccc(C#CC(C)(C)O)cc2O[C@H]1CN(C)CC1CCCC1,-101,-2,3,-16,0,-8,-8
COc1ccc(CN2C[C@@H](C)[C@H](OC)CN(C)C(=O)c3ccc(NC(=O)c4nc5ccccc5s4)cc3OC[C@@H]2C)cc1,20,-2,2,33,1,-15,1
C#CCNC(=O)C[C@H]1C[C@@]2(C(=O)OC)C(=C[C@H](C3CCCC3)O[C@@H]2C)N(Cc2ccccc2)C1=O,.,4,-1,.,.,15,1
O=C(C1CCN(S(=O)(=O)c2cc(Cl)ccc2Cl)CC1)N1CCCC1,?,8,0,-10,0,-14,10
O=C(NCc1ccccc1)C(c1ccccc1)N(Cc1ccccc1)C(=O)Cc1ccccc1 (configuration not stated),.,.,-2,.,0,5,.
CSc1ncnc2c1ncn2CCCNCc1ccccc1,26,1,-2,4,-2,-2,-1
Cc1cc(C)c(C)c(S(=O)(=O)NCc2ccncc2)c1C,-3,-6,2,-2,-3,-4,5
O=c1[nH][nH]c2nc(C(F)(F)F)cc(C(F)(F)F)c12,-6,-1,.,3,.,.,.
C=CCNC(=S)N1CCN(c2cc3c(cc2F)c(=O)c(C(=O)O)cn3CC)CC1,.,3,3,.,0,-2,14
Cc1noc(C)c1S(=O)(=O)N(C)C[C@@H]1Oc2ccc(NC(=O)Cc3cn(C)c4ccccc34)cc2CC(=O)N([C@H](C)CO)C[C@@H]1C,2,.,-1,5,2,-13,-7
CO[C@H]1CN(C)C(=O)c2cc(NS(=O)(=O)Cc3ccccc3)ccc2OC[C@@H](C)NC[C@@H]1C,7,1,.,-4,-1,8,-9
Cc1ccc2nc(-c3cccc(Br)c3)c(Cc3ccccc3C(F)(F)F)n2c1,-30,0,1,38,0,-1,-91
c1ccc2c(c1)ncn2CCC1CCCCC1,4,-9,.,19,.,.,.
CCc1cc2c(nc1CC)CCCN2S(=O)(=O)c1ccc(F)cc1,.,2,-11,.,.,-5,-3
C=CC[N+](C)(C)CC(=O)OCc1ccccc1,13,.,-14,2,4,-4,3
Cc1c([N+](=O)[O-])c(C(=O)N2CCCC2)nn1C,.,.,28,.,-2,-2,-1
CCCNC(=O)C[C@H]1CC[C@H]2[C@@H](COC[C@@H](O)CN2C(=O)C2CCOCC2)O1,-4,3,4,0,-4,-53,9
CC1CCCCN1CCNC(=O)C1CCCN(c2ncnc3c2nc2n3CCCCC2)C1 (configuration not stated),-25,-3,-5,-1,-3,-5,-12
O=C(Cc1ccc(S(=O)(=O)N2CCOCC2)s1)Nc1ccc2c(c1)CCC2,-7,.,.,31,.,.,-29
Cc1ccc(NC(=S)N(Cc2ccccc2)C(C)C)cc1,.,1,3,.,-1,-7,-5
Cc1ccc(C)c(CN2CCC(n3nccc3NC(=O)C3CCCC3)CC2)c1,2,-6,3,-7,-2,-6,-8
CN(CC(=O)Nc1c(Cl)cccc1Cl)C(=O)c1cc2ccccc2cc1O,-3,10,5,3,-3,-2,1
O=C(CN(Cc1ccccc1F)C(=O)Cn1nnc(-c2cccs2)n1)NCC1CCCO1 (configuration not stated),35,.,-2,-6,1,4,-3
C[C@H]1CCCCO[C@H](CN(C)S(=O)(=O)c2ccc(F)cc2)[C@@H](C)CN([C@@H](C)CO)C(=O)c2cc(NC(=O)NC3CCCCC3)ccc2O1,.,0,2,-4,2,19,2
O=C(Cc1ccccc1)Nc1cccc([N+](=O)[O-])c1,.,4,0,.,-9,-3,4

Sorted by length of the SMILES (high to low): 12 of the compounds above
mol,C2C12 statin,FN deposition inh,CASP6 VEID inh,esBAF inh,SIRT5 inh,S100A4 inh HTS,LGR2 inh
C[C@H]1CCCCO[C@H](CN(C)S(=O)(=O)c2ccc(F)cc2)[C@@H](C)CN([C@@H](C)CO)C(=O)c2cc(NC(=O)NC3CCCCC3)ccc2O1,.,0,2,-4,2,19,2
Cc1noc(C)c1S(=O)(=O)N(C)C[C@@H]1Oc2ccc(NC(=O)Cc3cn(C)c4ccccc34)cc2CC(=O)N([C@H](C)CO)C[C@@H]1C,2,.,-1,5,2,-13,-7
CO[C@H]1CN(C)C(=O)c2cc(NS(=O)(=O)Cc3ccccc3)ccc2OC[C@@H](C)NC[C@@H]1C,7,1,.,-4,-1,8,-9
CCCNC(=O)C[C@H]1CC[C@H]2[C@@H](COC[C@@H](O)CN2C(=O)C2CCOCC2)O1,-4,3,4,0,-4,-53,9
C=CCNC(=S)N1CCN(c2cc3c(cc2F)c(=O)c(C(=O)O)cn3CC)CC1,.,3,3,.,0,-2,14
Cc1ccc2nc(-c3cccc(Br)c3)c(Cc3ccccc3C(F)(F)F)n2c1,-30,0,1,38,0,-1,-91
Cc1ccc(C)c(CN2CCC(n3nccc3NC(=O)C3CCCC3)CC2)c1,2,-6,3,-7,-2,-6,-8
CCc1cc2c(nc1CC)CCCN2S(=O)(=O)c1ccc(F)cc1,.,2,-11,.,.,-5,-3
Cc1c([N+](=O)[O-])c(C(=O)N2CCCC2)nn1C,.,.,28,.,-2,-2,-1
Cc1ccc(NC(=S)N(Cc2ccccc2)C(C)C)cc1,.,1,3,.,-1,-7,-5
C=CC[N+](C)(C)CC(=O)OCc1ccccc1,13,.,-14,2,4,-4,3
c1ccc2c(c1)ncn2CCC1CCCCC1,4,-9,.,19,.,.,.
